Screening data from PubChem BioAssay.
West Nile antiviral: West Nile virus antiviral activity, cell-based, CPE readout (AID 1621); West Nile virus-infected cells, CPE inhibition; higher % means a stronger effect; one-dose CPE inhibition, % at 10 µM; IC50 in µM for titrated hits; actives 0.02% (n = 290,000); in the data active = a potency from the dose series; inconclusive = CPE inhibition mostly from about 3.7% at the one dose, without a potency; inactive = the rest, 99 in 100 with CPE inhibition below about 2.2%; also: strong numbers were not always called active
K1F lysis inhibition: inhibition of K1F phage lysis, E. coli UTI89, bacterial capsule biogenesis inhibitors, alamar blue (AID 488966) | E. coli UTI89 K1F phage lysis, alamar blue, 2 h; higher % means a stronger effect | inhibition, % at 100 µM; hits with a dose series show IC50 in µM | actives 0.02% (n = 340,000);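 active = phage lysis inhibition, versus mean bacterial control, above a set limit; inconclusive = no clear call, values can overlap the other calls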;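 also: capsule biogenesis inhibitors block K1F phage lysis so surviving cells raise fluorescence; higher fluorescence means more inhibition of phage lysis; actives were called in the ten point dose series up to 300 µM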
WT yeast gro inh: growth inhibition of WT strain, primary screen, mitochondrial fusion inhibitor project, WT and mutant strains, chemical genetic; mitochondrial fusion phenotypic screen; AID 1362, 2008; actives 2.1% (n = 190,000); inhibition, % at 10 µM; in the data active = inhibition above about 58%; tested in S. cerevisiae
RSV CPE inhibition: RSV antiviral activity via CPE protection, HEp-2 cells, primary 10 µM value included (AID 2391); actives 0.13% (n = 310,000); one-dose CPE inhibition, % at 10 µM; IC50 in µM for titrated hits; HEp-2 cells, RSV-induced CPE inhibition; higher % means a stronger effect; in the data active = a potency from the dose series; inconclusive = CPE inhibition mostly from about 23% at the one dose, without a potency; inactive = the rest, 99 in 100 with CPE inhibition below about 21%; also: strong numbers were not always called active
Dengue-2 NS5 capping: Dengue-2 NS5 methyltransferase inhibitors, primary screen, biochemical, confirmation dose response (AID 588689); actives 0.3% (n = 340,000); Dengue-2 NS5 methyltransferase capping enzyme assay, biochemical; higher % means a stronger effect; inhibition, % at 25 µM, or IC50 in µM where a hit was titrated; in the data active = a potency from the dose series; inconclusive = inhibition above about 29% without an active follow-up result
ER stress rescue: rescue of cells from ER stress-induced death, primary screen, 384-well, CSM14.1, thapsigargin, ATP luminescence (AID 1222); 190,000 tested, under 10 active; CSM14.1 thapsigargin-induced death rescue, ATP luminescence; higher % means a stronger effect; one-dose cellular ATP content (survival), % at 20 µM; EC50 in µM for titrated hits;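 active = EC50 below 50 µM in the dose-response confirmation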;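 also: death triggered by thapsigargin at about 15 µM added after 2 h compound pretreatment; cell ATP read after overnight thapsigargin exposure of roughly 18 to 22 hours; normalized against plate controls of thapsigargin alone and 5% DMSO vehicle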
XIAP antagonists: XIAP antagonists, biochemical, IAP family, fluorescence polarization (AID 1018) | XIAP BIR domain, fluorescence polarization peptide displacement; higher % means a stronger effect | displacement, % at 20 µM, or IC50 in µM where a hit was titrated | actives 0.007% (n = 200,000); in the data active = displacement above about 50%; also: a part of the inactive calls stands beside numbers as strong as those of hits
Large T inhibition: SV40 large T antigen inhibitors, biochemical (AID 1903) | one-dose inhibition, % at 20 µM; IC50 in µM for titrated hits | SV40 large T antigen ATPase/helicase inhibition assay; higher % means a stronger effect | actives 0.39% (n = 310,000); in the data active = a potency from the dose series; inconclusive = inhibition mostly from about 32% at the one dose, without a potency; inactive = the rest, 99 in 100 with inhibition below about 32%; also: strong numbers were not always called active
Yfh1-depleted yeast: enhancers of respiration in Yfh1-depleted yeast, dose response, Friedreich's ataxia, plus single-dose screen (AID 1465) | S. cerevisiae Yfh1-off respiration, WST-1 reduction, 72 h; higher fold induction means a stronger effect | fold induction at 50 µM, or EC50 in µM where a hit was titrated | actives 0.074% (n = 220,000);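 active = fold induction of absorbance versus untreated yeast above a set limit, then at least 30% activation at any dose in follow-up; inconclusive = repeats straddling the limit, or above it without dose testing; inactive = fold induction below the set limit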;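 also: activators that raise dye reduction in frataxin-depleted yeast; strong numbers were not always called active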
WT yeast gro inh mutant strain: also measured in WT yeast gro inh; calls as there; inhibition, %; mitochondrial fusion phenotypic screen, mutant strain inhibition
Dengue-2 NS5 capping pilot replicate: also measured in Dengue-2 NS5 capping; calls as there; inhibition, %; measured here: pilot screen replicate inhibition
* marks the source's active call; other numbers are inactive results; i = inactive; ? = inconclusive; / = no result given; [ ] = another dose, or the depositor's remark.

SMILES	West Nile antiviral	K1F lysis inhibition	WT yeast gro inh	WT yeast gro inh mutant strain	RSV CPE inhibition	Dengue-2 NS5 capping	ER stress rescue	XIAP antagonists	Large T inhibition	Yfh1-depleted yeast	others
COc1ccc(C2CC(c3cccc(OC)c3)n3nc(N)nc3N2)cc1 (stereo not drawn)	0.0%	-2.5%	11	0	2.9%	1%	/	-4.7%	5%	i
COc1ccc(NC(=O)Nc2ccc(C)cc2OC(F)F)cc1OC	-0.2%	0.5%	3	-9	12%	5%	-0.9%	-5.2%	-3%	i
COc1ccc(/C(N)=N/OC(=O)CCCc2ccccc2)cc1	-1.1%	-5.2%	22	-8	2.8%	-1%	-1.5%	-2.4%	4%	i
CN(C)Cc1c(O)ccc2occ(C(=O)c3ccc(F)cc3)c12	-1.0%	-0.1%	/	/	-2.3%	-5%	/	/	6%	/
Cc1cc(C(=O)NNC(=O)CCCCC(=O)NNC(=O)c2cc(C)[nH]n2)n[nH]1	0.6%	-8.9%	12	5	1.9%	-3%	-0.8%	45%	3%	i
COc1ccc(CNC(=O)C(c2cccc(C)c2)N(C(=O)c2csnn2)C2CC2)cc1 (stereo not drawn)	-0.3%	-0.2%	/	/	1.5%	-5%	/	/	4%	/
S=C(Nc1ccc(Cl)cc1)c1sc(N2CCCCC2)nc1N1CCOCC1	0.1%	0.5%	38	17	1.9%	-3%	1.6%	-4.4%	22%	i
Cc1ccc(C(=O)NCc2ccc3c(c2)OCO3)cc1C	0.0%	0.1%	/	/	1.6%	-7%	/	/	3%	/
NC(=O)c1ccc(=O)n(Cc2ccc(F)c(F)c2)c1	0.1%	0.9%	/	/	2.0%	-1%	/	/	16%	/
O=C(/C=C/c1cc([N+](=O)[O-])ccc1OC(F)F)Nc1ccc(OC(F)F)cc1	-0.1%	-2.1%	-13	-6	-0.3%	-5%	-0.4%	-0.9%	18%	i
CCN1C(=O)[C@H]2[C@@H](c3ccc(-c4ccc(Cl)c(Cl)c4)cc3)N[C@@](CC(C)C)(C(=O)OC)[C@H]2C1=O	/	-0.2%	/	/	4.8%	-2%	/	/	10%	/
CCCCc1ccc(NC(=O)CN2NS(=O)(=O)c3ccccc3C2=O)cc1	0.0%	0.2%	4	2	5.2%	-7%	6.8%	-2.8%	1%	i	Dengue-2 NS5 capping pilot replicate=-2.1
CC(C)OCCCNC(=O)C(=O)NCCCOC(C)C	-0.2%	1.0%	5	3	1.0%	-4%	-0.3%	-3.8%	1%	i
O=C1OC(Nc2ncccn2)c2ccccc21 (stereo not drawn)	-0.1%	2.3%	4	1	0.3%	-5%	-0.7%	-8.5%	-3%	i
Cc1cc(C)c(OCCNCc2ccccc2)c(C)c1	-0.8%	0.3%	/	/	-0.9%	-6%	/	/	8%	/
Cc1ccc(-c2c[n+](CC(=O)Nc3nc(-c4ccccc4)cs3)c3n2CCC3)cc1	0.2%	4.6%	/	/	/	4%	/	/	20%	i
COc1ccccc1CN1C[C@@H]2C[C@@H](c3ccccc3C)N3CCC[C@@]23C1=O	-1.0%	0.4%	21	13	16%	-8%	0.5%	-1.8%	12%	i
Cc1ccc(NC(=O)c2nc(C)n(-c3ccc([N+](=O)[O-])cc3)n2)cc1	-1.2%	-0.4%	3	4	4.9%	-4%	-1.8%	-5.2%	10%	i
COCCn1c(C2CCCCC2)nc2sc3ccccc3c(=O)c2c1=O	-0.7%	0.5%	20	26	2.7%	-4%	-0.4%	-3.3%	17%	i	Dengue-2 NS5 capping pilot replicate=-3.5
O=C(CN1CCOCC1)NCc1cc([N+](=O)[O-])ccc1O	0.1%	-2.5%	/	/	-1.0%	0%	/	/	-2%	/

Two records picked at random from the list so far, as already listed:
SMILES	West Nile antiviral	K1F lysis inhibition	WT yeast gro inh	WT yeast gro inh mutant strain	RSV CPE inhibition	Dengue-2 NS5 capping	ER stress rescue	XIAP antagonists	Large T inhibition	Yfh1-depleted yeast	others
COc1ccccc1CN1C[C@@H]2C[C@@H](c3ccccc3C)N3CCC[C@@]23C1=O	-1.0%	0.4%	21	13	16%	-8%	0.5%	-1.8%	12%	i
COCCn1c(C2CCCCC2)nc2sc3ccccc3c(=O)c2c1=O	-0.7%	0.5%	20	26	2.7%	-4%	-0.4%	-3.3%	17%	i	Dengue-2 NS5 capping pilot replicate=-3.5

The list goes on:
SMILES	West Nile antiviral	K1F lysis inhibition	WT yeast gro inh	WT yeast gro inh mutant strain	RSV CPE inhibition	Dengue-2 NS5 capping	ER stress rescue	XIAP antagonists	Large T inhibition	Yfh1-depleted yeast	others
CCOc1ccc(C(C(=O)NCC2CCCO2)N(C(=O)c2snc(C(N)=O)c2N)c2cccc(F)c2)cc1 (stereo not drawn)	1.0%	0.4%	/	/	3.2%	-8%	/	/	0%	/
O=C(O)c1cccc(N2C(=O)C3CC=C(Cl)CC3C2=O)c1 (stereo not drawn)	0.0%	6.6%	16	8	1.1%	2%	-1.0%	/	12%	i
Cc1c(Br)c([N+](=O)[O-])nn1CC(=O)NCc1ccco1	-0.6%	1.7%[50 µM]	1	-18	1.2%	-2%	-0.5%	-2.9%	-12%	i
COc1ccc2nc(COC(=O)c3cccc([N+](=O)[O-])c3)c(C(C)=O)[n+]([O-])c2c1	0.1%	3.3%	/	/	0.1%	5%	/	/	10%	i
CN(C)c1ccc(C(=O)C(O)c2ccc(C(C)(C)C)cc2)cc1 (stereo not drawn)	-0.7%	-1.2%	-2	-1	-0.7%	-5%	-0.2%	-13%	-1%	i
Cc1cc(C)nc(SCc2cn3cc(Cl)ccc3n2)n1	-0.4%	-1.7%	1	15	1.5%	-9%	2.4%	-1.9%	12%	i
CN(C)c1ccc(N=Cc2nc(-c3ccccc3)oc2O)cc1	-0.3%	0.4%	-5	-1	2.2%	?	1.2%	3.0%	20%	i
COCCN(Cc1cccs1)S(=O)(=O)c1ccc(-c2ccc(=O)[nH]n2)s1	0.8%	0.3%	/	/	/	-7%	/	/	4%	/
O=C(NC(=S)Nc1ccccc1C(=O)O)c1cncc(Br)c1	-0.6%	-0.5%	/	/	4.5%	-4%	/	/	6%	/
CC(C)CNC(=O)c1cccc(NC(=O)C(C)Oc2ccccc2)c1 (stereo not drawn)	-0.6%	1.1%	-2	15	0.2%	-7%	-0.3%	-0.7%	-9%	i
CCN(Cc1ccccc1)C(=O)CCc1nnc(CCCc2ccccc2)o1	-1.2%	-0.4%	15	13	7.5%	-2%	0.9%	-5.2%	-2%	i
COc1ccccc1N1CCN(S(=O)(=O)c2c(C)[nH]c(C)c2C(=O)N2CCCCC2)CC1	-0.4%	0.1%	/	/	1.0%	-6%	/	/	7%	/
COc1ccccc1NC(=O)c1ccc2c(c1)N(CC(=O)NC(C)(C)C)C(=O)C(C)(C)O2	0.3%	0.3%	/	/	0.5%	2%	/	/	-2%	/
CCCCNC(=O)c1c(N)n(/N=C/c2ccccn2)c2nc3ccccc3nc12	/	/	4	10	-1.9%	/	-1.8%	-7.2%	17%	/
Cc1cc(=O)oc2cc(OCC(=O)N3CCCc4ccccc43)ccc12	-0.2%	0.7%	10	16	1.6%	-6%	1.1%	-4.0%	-7%	i
Fc1ccccc1CNC(=S)Nc1ccc(Cl)cc1	-1.4%	10%	55	18	2.2%	-1%	-4.2%	-1.8%	5%	i
O=C(CCc1ccccc1)NC(NC(=S)Nc1cccc(Cl)c1)C(Cl)(Cl)Cl (stereo not drawn)	-0.8%	0.0%	6	-3	1.4%	-8%	-2.5%	-6.9%	14%	i
COc1ccc(CN(C(=O)c2ccc(C)cc2)C2CCS(=O)(=O)C2)cc1 (stereo not drawn)	-0.8%	0.0%	/	/	0.7%	2%	/	/	14%	/
O=C(NC(=S)Nc1ccccc1Cl)C1CC1	-0.1%	0.0%	/	/	1.4%	-10%	/	/	-5%	/
CC(C)Oc1ccc(CNC(=O)Oc2ccccc2)cc1	0.0%	0.0%	/	/	0.3%	-3%	/	/	26%	/	Dengue-2 NS5 capping pilot replicate=-3.0
Cc1ccc(N=C2NC(=O)CS2)c(C)c1	-0.1%	0.3%	-24	-1	3.8%	-2%	1.8%	-6.3%	12%	i
CN(CC(O)COCc1cccs1)C1CCCCC1 (stereo not drawn)	1.1%	-0.4%	-8	-12	-2.0%	-11%	0.7%	-2.5%	5%	i
COc1ccc(OC)c(NC(=O)C2CC(=O)N(CCc3ccccc3)C2)c1 (stereo not drawn)	-0.4%	-0.1%	-10	5	4.7%	-3%	-0.5%	-5.5%	6%	i
O=C(c1ccc(COCC(F)(F)F)o1)N1CCCCCC1	0.1%	0.0%	21	-1	4.5%	4%	-0.3%	-2.6%	8%	i
COc1ccc(S(=O)(=O)N2CCC(C(=O)N[C@H](C(=O)N3CCCCCC3)C(C)C)CC2)cc1	-0.2%	0.1%	/	/	-0.1%	-12%	/	/	/	/
COc1ccc(C(=O)CSC2=NS(=O)(=O)c3cc(Cl)ccc3N2)cc1	/	1.1%[50 µM]	/	/	0.6%	-8%	/	/	19%	/
Cc1ccc(C(=O)Nc2cccc(C(=O)NCc3ccco3)c2)cc1	-0.3%	0.2%	22	-9	-1.3%	/	-2.3%	-0.8%	4%	i
CC(=O)c1ccc(NC(=O)c2noc(C(C)C)c2[N+](=O)[O-])cc1	-0.1%	0.0%	-5	-10	1.5%	8%	-13%	-17%	3%	i
COc1ccc(C=O)cc1CN1C(=O)c2ccccc2C1=O	-0.7%	0.0%	/	/	0.9%	5%	/	/	0%	/
Cc1oc2c(C)c3oc(=O)c(CCC(=O)NCCCN4CCCC4=O)c(C)c3cc2c1C	-0.8%	-1.2%	/	/	1.1%	-1%	/	/	16%	/
COc1cc(S(=O)(=O)N2CCOCC2)ccc1NC(=O)COC(=O)c1ccccn1	0.4%	0.4%	2	5	0.0%	11%	-2.8%	-1.7%	7%	i
CCOc1cc(/C=N/NC(=O)c2ccc(CN3CCOCC3)cc2)ccc1OC	-0.3%	-0.3%	-12	0	-0.1%	/	1.9%	-2.8%	11%	i
COc1cccc(/C=C2\C(=O)N(c3cccc(C)c3)C(=O)c3ccccc32)c1	0.3%	2.9%	12	21	2.0%	-10%	5.3%	-3.3%	11%	i
COc1cccc(CNC(=O)c2ccc(C(=O)NCc3cccc(OC)c3)cc2)c1	-0.2%	0.1%	/	/	1.0%	-1%	/	/	2%	/
Cc1ccc(CNc2ccc(N3CCOCC3)c(Cl)c2)cc1	-1.2%	1.3%	/	/	4.2%	/	/	/	29%	/
O=C(CNS(=O)(=O)c1cccc(Br)c1)NCC1CCCCC1	-0.5%	3.9%	/	/	0.5%	-5%	/	/	6%	/
O=C(COc1ccccc1)Nc1nc(-c2cccs2)cs1	-0.1%	0.7%	40	46	7.6%	-9%	1.3%	2.5%	-2%	i
CCc1ccc(NSc2ccccc2[N+](=O)[O-])cc1	1.4%	0.0%	80*	55*	0.9%	-1%	-1.5%	0.6%	2%	i
